Screening results: PubChem, several laboratories
KCNQ2 block: KCNQ2 potassium channel inhibitors, primary screen, cell-based, CHO-K1, FluxOR thallium flux, B-score (AID 2156) | 20 min; hits give low values | hit rate 1.1% among 310,000 | B-score at 10 µM | O88943;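 active = fluorescence ratio B-score at most minus 3 library SDs, with starting brightness B-score within 2 library SDs, cut at about -5.5 in these data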
STK33 kinase inh: human STK33 kinase inhibition; Q9BYT3; purified STK33, MBP phosphorylation, ADP-Glo luminescence; inhibition, % at 10 µM; hit rate 0.073% among 320,000; AID 2661;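 active = inhibition at or above 25%, using the most active replicate where run in duplicate; inactive = inhibition below 25%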
Target sequence (Q9BYT3 whole entry, looked up): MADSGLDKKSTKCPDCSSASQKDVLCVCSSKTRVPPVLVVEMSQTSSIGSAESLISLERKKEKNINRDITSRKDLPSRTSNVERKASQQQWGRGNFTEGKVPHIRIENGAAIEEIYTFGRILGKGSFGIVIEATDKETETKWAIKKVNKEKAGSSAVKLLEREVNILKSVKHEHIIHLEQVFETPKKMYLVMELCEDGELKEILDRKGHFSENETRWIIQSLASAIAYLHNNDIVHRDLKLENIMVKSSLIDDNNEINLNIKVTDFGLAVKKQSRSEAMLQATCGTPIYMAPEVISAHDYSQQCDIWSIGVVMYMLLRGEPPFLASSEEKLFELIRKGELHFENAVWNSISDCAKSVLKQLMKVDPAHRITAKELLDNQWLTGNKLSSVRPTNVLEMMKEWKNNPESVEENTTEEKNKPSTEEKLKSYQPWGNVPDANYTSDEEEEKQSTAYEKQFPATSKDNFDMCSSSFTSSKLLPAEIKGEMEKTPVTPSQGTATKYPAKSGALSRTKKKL
OX1R antag: OX1R (human) antagonism; hit rate 1.8% among 330,000; O43613; inhibition, % at 6.6 µM; OX1R-expressing cells, FRET antagonist read-out; in the data active = inhibition mostly above about 38%, no sharp cut-off; inactive = mostly below about 40%;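 also: 0% = agonist challenge alone and 100% = reference antagonist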
Target sequence (O43613 whole entry, looked up): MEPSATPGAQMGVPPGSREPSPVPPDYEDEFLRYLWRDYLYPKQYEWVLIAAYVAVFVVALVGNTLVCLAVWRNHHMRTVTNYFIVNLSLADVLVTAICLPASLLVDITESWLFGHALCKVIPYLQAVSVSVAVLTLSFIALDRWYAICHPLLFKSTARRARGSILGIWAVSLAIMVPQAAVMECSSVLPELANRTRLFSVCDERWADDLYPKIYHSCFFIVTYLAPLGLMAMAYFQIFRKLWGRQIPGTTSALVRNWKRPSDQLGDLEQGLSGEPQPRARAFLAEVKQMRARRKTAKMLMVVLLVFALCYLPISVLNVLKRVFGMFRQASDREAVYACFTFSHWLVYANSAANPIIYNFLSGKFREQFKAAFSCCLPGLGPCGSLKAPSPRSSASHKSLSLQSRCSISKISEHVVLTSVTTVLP
Starred values were filed as active, the others as inactive; i = inactive; . = no result given.

SMILES	KCNQ2 block	STK33 kinase inh	OX1R antag
Cc1cccc(CSc2nnc(CCCCCNC(=O)OC(C)(C)C)o2)c1	i	-0.2	4.0
C=CCn1c(-c2ccccc2)n[nH]c1=S	i	-0.8	9.0
CCN1CC(CN(C)Cc2nc(-c3ccc(OC)c4ccccc34)oc2C)CC1=O (stereo not given)	i	-0.5	13.4
CCn1c(C)nnc1SCC(=O)Nc1cccc(C(F)(F)F)c1	i	0.2	7.4
O=Cc1cn(CCC(=O)O)nc1-c1cccc(Cl)c1	i	-1.0	18.1
COc1ccc(/C(O)=C2/C(=O)C(=O)N(Cc3cccnc3)C2c2ccccn2)cc1 (stereo not given)	i	0.8	22.3
Cc1cc([N+](=O)[O-])ccc1-c1ccc(/C=N/NC(=O)Cc2ccccc2)o1	i	-1.6	4.8
Cc1ccc(C(=O)OCC(=O)c2ccc(S(=O)(=O)N3CCCCC3)cc2)o1	i	-1.0	11.9
S=C(Nc1ccccc1Cl)N(Cc1cccnc1)Cc1ccco1	i	1.5	23.2
CCCS(=O)(=O)N1CCCC(C(=O)NCCCN(CC)c2cccc(C)c2)C1 (stereo not given)	i	1.5	19.0
CC(C)c1nc(C(N)=O)c2[nH]c(=O)n(-c3ccc(F)cc3)c2n1	i	-0.3	3.3
CN1CCN(NC(=O)Nc2ccc(F)cc2)CC1	i	0.7	.
Cc1cc(NC(=O)C23CCC(C)(C(=O)O2)C3(C)C)no1 (stereo not given)	i	-1.4	3.9
COc1ccccc1N1CCN(C(=O)C(=O)c2cn(CC(=O)N3CCCCCC3)c3ccccc23)CC1	i	-2.3	14.0
CCOc1ccc(S(=O)(=O)N(C)c2ccc(OCC(=O)NCc3ccc(C(=O)OC)cc3)cc2)cc1	i	0.5	12.9
CC(=O)c1nc(N2C(=O)CC(Cc3ccc(C)cc3)C2=O)sc1C (stereo not given)	i	-0.5	18.1
CCCCc1nc(NCc2ccccc2)c(C#N)c2c1COC(C)(C)C2	i	-0.1	12.3
CN(CC(=O)O/N=C(\N)c1ccccn1)S(=O)(=O)c1cc(Cl)ccc1Cl	i	-2.4	9.7
O=S1(=O)CCN(Cc2ccc(F)cc2)CC1	i	-1.0	3.6
COc1cccc(CN(C)C(=O)c2cccc(S(=O)(=O)N3CCN(c4ccc(F)cc4)CC3)c2)c1OC	i	-1.0	35.6
COC(=O)C1=C[C@@H](C(=O)OC)[C@@H]2C3=C(C(=O)[C@@]2(C)NC(=O)c2ccccc2)[C@H](c2ccccc2)[C@@H]2C(=O)NC(=O)[C@@H]2[C@@H]3C1	i	1.0	14.7
COc1ccc(-c2n[nH]c(C)c2-c2ccc(Cl)cc2)c(O)c1OC	i	1.5	69.3
CCS(=O)(=O)N1CCC(C(=O)O)CC1	i	-0.4	15.8
CSc1cccc(NC(=O)CCCOc2ccc(Cl)cc2Cl)c1	i	0.1	15.6
Cc1ccc(CNC(=O)c2cnc(-c3ccccn3)nc2C(F)(F)F)cc1	i	-0.2	4.4
CC(C)(C)c1cc[n+](/C(C(=S)NC2CC2)=C(/[O-])c2ccc(Cl)s2)cc1	i	-0.7	8.3
COc1ccc(S(=O)(=O)N2CC(O)CC2C(=O)Nc2cccnc2)cc1 (stereo not given)	i	-0.9	25.4
COCCN(C(=O)c1cc(Cl)nc2ccccc12)c1c(N)n(Cc2ccccc2)c(=O)[nH]c1=O	.	0.2	-2.8
Cc1ccc(C)c(N2CCN(C(=O)CCCCn3c(=O)[nH]c4ccccc4c3=O)CC2)c1	i	4.1	6.2
COc1ccc(-c2nc(CSCC(=O)NC3CCN(Cc4ccccc4)CC3)c(C)o2)cc1OC	i	-0.7	8.7
CCN1CCN(c2ccc(S(=O)(=O)N3CCCCC3)cc2NC(=O)COc2ccc(F)cc2Cl)CC1	i	-0.9	0.4
Cc1ccc(S(=O)(=O)N2CCOCC2)cc1C(=O)NCC1CCCO1 (stereo not given)	i	-1.9	12.8
O=C(Nc1ccccc1F)c1ccc(CNS(=O)(=O)c2cccc(C(F)(F)F)c2)cc1	i	-3.0	5.9
O=C(COC(=O)c1ccccc1Br)NCCC1=CCCCC1	i	-0.4	4.7
Cc1cc(C)c(NC(=O)CN2C(=O)NC3(CCOc4ccccc43)C2=O)c(C)c1 (stereo not given)	i	-1.4	10.5
CC(NC(=O)CCSCc1ccccc1F)c1ccccc1 (stereo not given)	i	-0.4	4.7
COC(=O)Cc1c(O)ccn(CCc2c[nH]c3ccccc23)c1=O	i	.	9.3
O=C(Nc1ccc(CN2CCCCC2)cc1)c1ccc(Br)o1	i	7.5	18.5
CCCc1nn(C)c2c1C(c1ccncc1)C(C#N)=C(N)O2 (stereo not given)	i	-1.5	18.2
CC(C)CC(=O)N1CCC(N2CCN(c3ccccc3)CC2)CC1	i	-0.6	11.3
CN1C(=O)c2cccc3c(S(=O)(=O)Nc4ccc(O)c(C(=O)O)c4)ccc1c23	i	-0.5	1.1
CC(C)(C)NC(=O)CN1CCCN(C(=O)c2cccc(S(=O)(=O)N3CCc4ccccc43)c2)CC1	.	0.7	5.0
CCOc1ccc(S(=O)(=O)NCCC(=O)NCCc2ccc(OCC)c(OCC)c2)cc1	i	-0.2	15.1
OCCCC1CCCCN1Cc1nc(Cc2ccccc2Cl)no1 (stereo not given)	i	-1.0	16.0
Clc1ccc(/C=N/N2CCN(Cc3ccccc3Cl)CC2)cc1	i	0.5	4.2
Cc1ccc(NCc2n[nH]c(=S)n2-c2cccc(Cl)c2)cc1	i	-0.8	24.9
CCCOc1ccc(NC(=O)CC2Nc3ccccc3NC2=O)cc1 (stereo not given)	i	-0.6	23.9
CC(C)C(OC(=O)c1cc2sccc2n1C)C(=O)NCC1CCCO1 (stereo not given)	i	-0.6	17.1
O=C(O)CCS(=O)(=O)c1cccc2cccnc12	i	-1.2	-1.7
O=C(NCc1n[nH]c(=S)n1-c1cccc(C(F)(F)F)c1)c1ccc(S(=O)(=O)N2CCCC2)cc1	i	-1.5	50.1*
Cc1cc2ccccc2nc1SCC(=O)N1CCCC1	i	0.0	0.1
Cc1onc(-c2ccccc2)c1C(=O)NCCc1c[nH]c2ccccc12	-5.7*	-1.3	8.1
COC(=O)c1c(NC(=O)c2ccco2)sc(C(=O)N2CCCC2)c1C	i	-0.2	6.0
COc1cccc(N/C=C/C(=O)c2ccc(C)cc2)c1	i	1.7	7.1
COc1ccc2oc(=O)cc(CN(C)Cc3ccccc3)c2c1	i	-1.9	15.6
CC(C)CC(=O)Nc1ccc(F)c(Cl)c1	i	0.6	7.7
CN(C)S(=O)(=O)c1ccc(Cl)c(C(=O)OCC(=O)NC(=O)NC2CCCC2)c1	.	-1.0	8.2
CC1(C)OC(=O)CC1C(=O)NCc1ccccc1 (stereo not given)	i	-0.8	15.3
CCc1nnc(NS(=O)(=O)c2ccccc2)s1	i	-1.5	6.4
O=C(Nc1cc(S(=O)(=O)N2CCCCC2)ccc1Cl)C1=NN(c2ccccc2)C(=O)CC1	i	0.3	-3.1
(cont.)
SMILES	KCNQ2 block	STK33 kinase inh	OX1R antag
Cn1c(SCC(=O)Nc2ccc(N3CCOCC3)cc2)nnc1-c1ccco1	i	0.4	27.8
O=C(c1ccc(F)cc1)C(C(=O)N1CCCCC1)n1ccccc1=O (stereo not given)	i	-4.0	16.7
COc1ccc(NC(=O)CSc2nnc(Cn3c(=O)sc4ccccc43)n2C)cc1OC	.	-0.1	9.5
CCOc1ccc(NC(=O)CC2C(=O)N(c3ccc(OCC)cc3)C(=S)N2C2CC2)cc1 (stereo not given)	i	-1.5	22.4
O=C(Cn1cnc(Cl)c1Cl)c1ccc(F)cc1	i	-3.5	8.5
O=C(Nc1ccccc1)c1sc(Cl)nc1-c1ccccc1	i	-1.7	9.9
Cc1cc(C)nc(NC2=NCCN2C(=O)NC2CCCCC2)n1	i	-0.1	18.1
CCOC(=O)CNC(=S)N(CCCN1CCCCC1)Cc1cccs1	i	-1.0	4.5
O=S(=O)(NCC(O)c1ccccc1)c1ccc(-c2ccccn2)s1 (stereo not given)	i	-1.3	10.7
O=C(Nc1ccccc1F)c1ccc2snnc2c1	i	0.5	71.2*
CC(NC(=O)CCSCCC(=O)NC(C)c1ccccc1)c1ccccc1 (stereo not given)	i	0.3	38.3
COc1ccc(Nc2ncnc3ccc(Br)cc23)c(OC)c1	i	1.3	2.4
NC(=O)CSc1nnc2ccc(-c3ccc(F)cc3)nn12	i	-0.5	37.9
CC1(C(=O)O)CCC(C(=O)Nc2cccc(F)c2)C1(C)C (stereo not given)	i	-0.9	2.6
Cc1ccc(CNC(=O)Cc2ccc(NC3=NC4CS(=O)(=O)CC4S3)cc2)cc1 (stereo not given)	i	-0.7	2.8
Cc1nc(CSc2nnc(N)s2)cs1	i	-0.3	28.0
CCn1nnc2cc(C(=O)Nc3ccc(C(=O)OC(C)C)cc3)ccc21	.	-0.7	16.8
CCCCNC(=S)NC1CCCC1	i	-2.3	23.0
COc1ccc(C2(C(=O)c3ccccc3)C(=O)c3ccccc3C2=O)cc1	i	-1.0	2.4
Cc1nnc2sc(SCc3ccc(Br)cc3)nn2c1=O	i	0.3	-1.9
Cc1ccc(OC(=O)C23CC4CC(CC(C4)C2)C3)c(C)n1	i	-1.7	9.2
COc1ccc(CN=CC2=C(O)CC(C)(C)CC2=O)cc1	i	-0.7	5.0
COc1cc(OC)cc(C(=O)n2cnnc2N)c1	i	0.1	7.2
CCOC(=O)N/N=C\c1ccc(-c2cc(Cl)ccc2Cl)o1	i	-0.5	17.4
O=C(O)c1cccc(-c2ccc(/C=N/n3cnc4sc5c(c4c3=O)CCCC5)o2)c1	i	-0.5	8.9
O=C(NCC(=O)N1CCN(S(=O)(=O)c2ccc3c(c2)OCCO3)CC1)c1ccccc1Cl	.	-0.2	-2.6
Cc1ccc(NC(=O)CN2C(=O)NC(Cc3ccccc3)C2=O)cc1 (stereo not given)	i	-1.9	12.1
O=C(Cn1cnc2ccccc2c1=O)NCCC(=O)N1CCN(c2ccccc2)CC1	i	-0.3	11.8
CC(C)(C)NC(=O)C(c1cccs1)N(CC1CCCO1)C(=O)Cn1nnc(-c2cccs2)n1 (stereo not given)	i	-0.8	13.9
Fc1ccccc1/C=N/Nc1nn[nH]n1	i	0.1	13.1

Grouped by structure: the entries above with a thiophene ring, fused or not
SMILES	KCNQ2 block	STK33 kinase inh	OX1R antag
CC(C)(C)c1cc[n+](/C(C(=S)NC2CC2)=C(/[O-])c2ccc(Cl)s2)cc1	i	-0.7	8.3
CC(C)C(OC(=O)c1cc2sccc2n1C)C(=O)NCC1CCCO1 (stereo not given)	i	-0.6	17.1
COC(=O)c1c(NC(=O)c2ccco2)sc(C(=O)N2CCCC2)c1C	i	-0.2	6.0
CCOC(=O)CNC(=S)N(CCCN1CCCCC1)Cc1cccs1	i	-1.0	4.5
O=S(=O)(NCC(O)c1ccccc1)c1ccc(-c2ccccn2)s1 (stereo not given)	i	-1.3	10.7
O=C(O)c1cccc(-c2ccc(/C=N/n3cnc4sc5c(c4c3=O)CCCC5)o2)c1	i	-0.5	8.9
CC(C)(C)NC(=O)C(c1cccs1)N(CC1CCCO1)C(=O)Cn1nnc(-c2cccs2)n1 (stereo not given)	i	-0.8	13.9

(cont.)
SMILES	KCNQ2 block	STK33 kinase inh	OX1R antag
COC(=O)[C@@]12CCCCN1[C@H](c1ccc(-c3cccc(Cl)c3)c(OC)c1)[C@@H]1C(=O)N(C)C(=O)[C@@H]12	i	-0.3	16.9
CCCCc1nc2sc3c(=O)n(N)cnc3c2c2c1CCCC2	i	-2.6	12.6
COc1ccc(CNC(=O)C2CCCN(S(=O)(=O)N3CC(C)CC(C)C3)C2)c(OC)c1 (stereo not given)	i	1.2	18.1
COC(=O)c1sccc1NC(=S)N1CCCCC1	i	-1.8	19.9
COc1ccc2nc(NC(=O)Cn3cnc4c(=O)n(C)c(=O)n(C)c43)sc2c1	i	-0.3	8.2
COc1ccc(CCn2c(-c3ccccc3)nc3c(c(=O)c4ccccc4n3C)c2=O)cc1	i	0.5	11.2
Cc1cccc(/C=C2\Sc3ccc(C(=O)N4CCOCC4)cc3N(C)C2=O)c1	i	-1.3	15.4
COc1cccc(OCC(Cn2cnc3ccccc32)OC(C)=O)c1 (stereo not given)	i	0.0	16.9
C[N+](C)(C)CCCCCCC(=O)/C=N/O	i	-2.6	25.6
C=CCn1c(SCC(=O)N2CCc3ccccc3C2)nnc1-c1ccncc1	i	-0.8	26.2
Cc1cccc(C)c1NC(=O)CNC(=O)c1cnccn1	.	-1.8	-0.4
CC(C)[C@H](NC(=O)c1ccc(F)cc1)C(=O)N(C)Cc1cccs1	.	2.1	5.2
O=C(NCc1ccccc1)C1=C[C@@H](c2coc3ccccc3c2=O)C[C@@H](OCCCCO)O1	i	1.9	13.0
Cc1ccc(-n2c(C)cc(/C=C3/C(=N)N4C(c5ccccc5)=CSC4=NC3=O)c2C)cc1	i	-0.1	3.1
CN1CCN(C(=O)c2ccccc2NC(=O)CCN2C(=O)c3ccccc3C2=O)CC1	i	-0.9	9.1

Structures above that bear a hit mark in OX1R antag.
SMILES	KCNQ2 block	STK33 kinase inh	OX1R antag
O=C(NCc1n[nH]c(=S)n1-c1cccc(C(F)(F)F)c1)c1ccc(S(=O)(=O)N2CCCC2)cc1	i	-1.5	50.1*
O=C(Nc1ccccc1F)c1ccc2snnc2c1	i	0.5	71.2*

Carrying on:
SMILES	KCNQ2 block	STK33 kinase inh	OX1R antag
N#Cc1ccc(C(=O)OCC(=O)N2CCN(C(=O)c3ccco3)CC2)cc1	.	-0.7	7.5
O=C(c1ccccc1)c1ccc(OC(=O)N2CCCC2)cc1	i	6.5	12.4
Cc1cccc(C)c1NC(=O)C1CSC2(C)CCC(=O)N12 (stereo not given)	i	-0.8	3.4
COc1cc(NC(=O)CCCc2c[nH]c3ccccc23)cc(OC)c1	i	-0.2	16.9
CCOc1ccc(C(=O)NC(=S)Nc2ncccc2C)cc1[N+](=O)[O-]	i	-0.2	10.8
COc1ccc(S(=O)(=O)NNC(=O)c2cccs2)cc1	i	-2.0	3.0
Cc1cc(=O)oc2c(C)c(OC(C)C(=O)N3CC[C@@]4(O)CCCC[C@H]4C3)ccc12 (stereo not given in full)	i	-0.5	11.2
